# PI5P4K alpha inh: PI5P4K alpha (human) kinase inhibition; 330,000 compounds, 1.2% hits; P48426; max response, %; PI5P4Kalpha enzyme, ADP-Glo luminescence, 60 min; stronger effect = lower value; AID 652105; active means max response of -50% or lower; inconclusive means between -30% and -50%; inactive means -30% or higher; further: value at the top dose of about 77 µM; on the % scale 0 is the no-effect control and ±100 the full control effect
#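 ADP-Glo luminescence end-point after a 60 min room-temperature kinase reaction. PI5P4Kalpha and substrate in HEPES pH 7.4 buffer with EGTA, 0.1% CHAPS and 5% DMSO; ATP at 5 microM final.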
# DRD3 agonist: D3 dopamine receptor (human) agonism; 410,000 compounds, 0.58% hits; D3R DiscoveRx beta-arrestin cells, luminescence, 90 min; max activation, %; AID 652048; P35462; in the data active means max activation above about 30%; further: 0% is about no effect; mostly tested at two doses, the higher about 12 µM
# Target sequence (P35462 whole entry, looked up): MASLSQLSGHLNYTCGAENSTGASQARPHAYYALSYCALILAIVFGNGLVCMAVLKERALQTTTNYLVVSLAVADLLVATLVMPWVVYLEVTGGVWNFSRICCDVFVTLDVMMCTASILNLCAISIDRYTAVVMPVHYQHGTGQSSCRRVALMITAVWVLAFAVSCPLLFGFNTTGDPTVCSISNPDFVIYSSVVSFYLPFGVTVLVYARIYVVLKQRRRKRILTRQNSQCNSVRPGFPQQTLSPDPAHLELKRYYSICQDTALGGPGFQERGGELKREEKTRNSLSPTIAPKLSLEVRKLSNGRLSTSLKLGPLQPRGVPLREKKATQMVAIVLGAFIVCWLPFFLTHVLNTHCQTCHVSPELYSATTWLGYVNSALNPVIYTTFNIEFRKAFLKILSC
#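 Agonist-mode cell screen: cells plated at 1500/well and incubated overnight at 37 °C, then exposed to library compounds for 90 min at 37 °C. Detection reagent was added for 30–60 min at room temperature, and luminescence was read.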
# GLP1R inv ag: inverse agonists of human GLP-1 receptor | P43220 | 410,000 compounds, 1.6% hits | HEK293 GLP-1R CRE-luciferase, luminescence, 24 h; GLP-1R form is constitutively active | Potency, µM (titrated, usually from 38.3 µM), without a hit: at the highest dose activity change, negative = inhibition, hits mostly inhibitors | AID 624417; further: potency means the concentration at half of the fitted maximal effect; on the % scale 0 is the no-effect control and ±100 the full control effect; nearly all actives have a fitted effect of over 55% in size
#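 qHTS in 1536-well format: reporter HEK293 cells expressing constitutive GLP-1R activity in DMEM + 10% Nu serum, 24 hr with compounds at 37 deg C, luminescence read after 12 min with detection reagent.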
# HEK293 tox: cytotoxicity counter-screen for GLP-1 receptor inverse agonists | HEK293 cAMP-luciferase reporter cells, luminescence, 24 h | Potency, µM (titrated, usually from 38.3 µM), without a hit: at the highest dose activity change, negative = inhibition, most hits filed as inhibitors | 410,000 compounds, 0.13% hits | AID 624418;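 further: loss of luciferase light is scored as toxicity; potency means the concentration at half of the fitted maximal effect; on the % scale 0 is the no-effect control and ±100 the full control effect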
#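 1536-well qHTS counterscreen of the MLSMR; 200 cells/uL, 12 h pre-incubation, 23 nL cpd, 24 h at 37 deg C 5% CO2, luciferase detection reagent, 12 min RT, luminescence. Inhibition = undesired.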
# DRD3 antagonist: D3 dopamine receptor (human) antagonism; D3R cells, DiscoveRx beta-arrestin luminescence, antagonist mode; stronger effect = lower value; 360,000 compounds, 2.5% hits; P35462; max response, negative = inhibition, %; AID 652054; in the data active means max response below about -50%; inconclusive means no clear call, values can overlap the other calls; further: on the % scale 0 is the no-effect control and ±100 the full control effect; mostly tested at two doses, the higher about 12 µM
#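 Cells plated overnight at 1500 cells/well, then exposed to library compounds with dopamine controls for 90 minutes at 37 degrees C. DiscoveRx reagent added for 30–60 minutes at room temperature; luminescence read, quantitative HTS format.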
# WRN helicase inh: blocks human WRN helicase | Q14191 | WRN helicase unwinding, fluorescent forked duplex, kinetic | Potency, µM (series often up to 114 µM), without a hit: top-dose activity change, negative = inhibition, actives largely listed as inhibitors | 360,000 compounds, 0.46% hits | AID 651768; further: potency means the concentration at half of the fitted maximal effect; on the % scale 0 is the no-effect control and ±100 the full control effect; nearly all actives have a fitted effect of over 55% in size
#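 WRN at 20 nM final was preincubated with compound for 15 min at room temperature; reaction started with 100 nM forked duplex oligonucleotide carrying fluorophore and quencher plus 2 mM ATP (final). Unwinding followed kinetically by red fluorescence (ex 525/em 598 nm).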
# GLP1R ag: agonists of human GLP-1 receptor. HEK293 GLP-1R CRE-luciferase, luminescence, 4-6 h; cells express a hypersensitive GLP-1R form. 380,000 compounds, 0.007% hits. P43220. Potency, µM (series often up to 45.6 µM), inactives show at the highest dose activation, hits mostly activators; further: potency means the concentration at half of the fitted maximal effect; % of control where 0% means no effect
# IL-2 act: activates IL-2 in a cell-based reporter assay. IL-2 activation reporter assay, cell-based qHTS; stimulated with anti-CD3/CD4/CD28 beads; in transgenic mouse T cells. activation, % (series mostly up to about 46 µM). 360,000 compounds, 0.065% hits; in the data active means activation above about 50%; inconclusive means mostly about 30% to 49%; further: 0% is about no effect
#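 Unstimulated transgenic mouse T cells, 750 per well, received compound and, after 60 minutes, anti-CD3/anti-CD4 bead plus anti-CD28 stimulation. EGFP and DsRed were quantified after 18 hours.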
# PLK1 PBD inh: blocks phosphopeptide binding to human PLK1 polo-box domain; P53350; 360,000 compounds, 2.8% hits; Plk1 PBD binding of FITC phosphopeptide, fluorescence polarization; Potency, µM, inactives show max response, negative = inhibition, most hits filed as inhibitors; AID 720504; further: potency means the concentration at half of the fitted maximal effect; series mostly up to about 57 µM; on the % scale 0 is the no-effect control and ±100 the full control effect; nearly all actives have a fitted effect of over 65% in size
# Target sequence (P53350 whole entry, looked up, the tested form may be a part): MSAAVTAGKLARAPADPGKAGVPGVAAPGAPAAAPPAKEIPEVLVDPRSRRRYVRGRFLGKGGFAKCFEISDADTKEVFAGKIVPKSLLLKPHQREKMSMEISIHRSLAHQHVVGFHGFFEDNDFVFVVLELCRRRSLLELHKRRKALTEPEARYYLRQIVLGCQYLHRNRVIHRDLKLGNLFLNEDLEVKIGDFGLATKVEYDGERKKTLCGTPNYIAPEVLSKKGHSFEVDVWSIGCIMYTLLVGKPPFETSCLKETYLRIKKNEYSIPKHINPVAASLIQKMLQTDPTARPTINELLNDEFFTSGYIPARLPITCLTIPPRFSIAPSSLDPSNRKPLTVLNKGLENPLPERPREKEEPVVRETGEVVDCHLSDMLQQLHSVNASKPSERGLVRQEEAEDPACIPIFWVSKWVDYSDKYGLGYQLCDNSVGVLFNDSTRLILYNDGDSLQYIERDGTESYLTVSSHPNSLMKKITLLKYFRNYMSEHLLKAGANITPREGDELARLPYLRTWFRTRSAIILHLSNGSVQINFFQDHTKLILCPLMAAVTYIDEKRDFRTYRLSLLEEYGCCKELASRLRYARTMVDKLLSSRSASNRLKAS
# Starred values were filed as active, the others as inactive; u = inconclusive; x = not tested or not shown; & = joins results of further samples; ! = not active in a repeat; [ ] = another dose, or the depositor's remark. Unless noted, the call rests on the fitted dose curve; in most records, active means well fitted curve in the direction sought with a large enough effect; inconclusive means small, poorly fitted or top-dose-only effect, or another doubt; inactive means no such curve, though single readings can be large; an effect the other way counts as inactive or inconclusive. Rows are unselected; about 7.8% have a hit in one of these screens.
SMILES,PI5P4K alpha inh,DRD3 agonist,GLP1R inv ag,HEK293 tox,DRD3 antagonist,WRN helicase inh,GLP1R ag,IL-2 act,PLK1 PBD inh
COc1ccc(/C=C/C(=O)c2ccc(NC3=NCCCS3)cc2)cc1OC,-3,-7,u,3%,-15,-31%,6%,-4.0,-3%
CCC(=O)N1CCN(c2ccc(OC)cc2[N+](=O)[O-])CC1,x,-13,-4%,-19%,-18,-1%,-6%,-0.9,-7%
CCc1cc2c(=O)n(CC(C)C)cnc2s1,4,0,13%,16%,u,11%,16%,-2.2,-18%
O=C(Nc1ccccc1)c1ccc(-c2ccc(Br)cc2)o1,x,2,u,0%,7,-24%,1%,-1.2,0%
COc1cc(Cl)ccc1OCc1cc(C(=O)NCCCN2CCCC2=O)no1,0,1,-14%,-11%,12,6%,0%,-1.9,-1%
COc1ccc(S(=O)(=O)Cc2ccc(C(=O)O)o2)cc1,-4,-5,1%,u,5,-3%,0%,-2.4,-1%
CCC(C(=O)N1CCOCC1)n1nc(C)n2c(cc3cc(C)ccc32)c1=O (centres undefined),2,1,1%,-1%,-2,4%,12%,-1.8,-8%
COC(=O)c1scc(C)c1NC(=O)CC1NCCNC1=O (centres undefined),-1,8,6%,-6%,5,5%,-6%,-0.2,-7%
CC(C)NC(=O)/C(C#N)=C\c1ccc(N(C)C)o1,4,8,19%,1%,-4,5%,5%,5.3,74%[activator]
CCOc1ccc(-n2nc3c(Cl)nnc(C)c3c2C)cc1,-3,-6,7%,2%,11,-3%,-2%,-3.4,-1%
CC(=O)c1ccc(Oc2cc(C)nc(-n3nc(C)cc3C)n2)cc1,-1,-5,u,u,-4,-22%,40%,-4.2,-4%
COc1ccc(C(=O)Nc2ccc(N3CCCC3)cc2)cc1OC,-22,7,9%,-20%,20,-11%[57.1 µM],0%,1.7,4%
CCCCOc1ccc(-c2c(C(=O)Nc3ccccc3)c(C)[nH]c(=S)c2C#N)cc1,-53*,3,85%[activator],-7%,-16,-15%,2%,0.0,-30%
Cc1ccc(NC(=O)CSc2nnc(-c3ccco3)o2)cc1,7,-1,49%[activator],18%,4,-6%,0%,0.9,-3%
CCOC(=O)C1=C(CN2CCCCC2)NC(=O)NC1c1cc(C)ccc1C (centres undefined),x,-6&1,-22%&-1%,-8%&5%,2,-4%,-1%,-3.9,-7%
CC1=CC(C)(C)Nc2cc(C)c(C)cc21,6,11,-19%,1%,-14,-7%,-10%,0.3,-9%
NC(=O)c1ccsc1NC(=O)COC(=O)c1ccc(Cl)c(N)c1,u,1,-5%,-3%,13,-11%[11.6 µM],-29%,-0.3,-17%
CCOC(=O)C1CCN(C(=O)c2ccccc2NC(=O)c2ccc(Br)cc2)CC1,-5,-10,-4%,11%,-25,-32%[57.1 µM],9%,-0.6,-7%
CC(C)n1cnc2c(NCc3ccccc3)nc(NCc3ccccc3)nc21,2,-24,u,5%,-2,-8%,21%,-0.5,-2%
CC1(C(=O)NCc2ccccc2Br)CCN1C(=O)C1(c2ccc(Cl)cc2)CC1 (centres undefined),14,2,u,-1%,6,0%[57.1 µM],7%,-0.4,-8%

# Ordered by heavy-atom count (low to high): 3 of the compounds above
SMILES,PI5P4K alpha inh,DRD3 agonist,GLP1R inv ag,HEK293 tox,DRD3 antagonist,WRN helicase inh,GLP1R ag,IL-2 act,PLK1 PBD inh
COC(=O)c1scc(C)c1NC(=O)CC1NCCNC1=O (centres undefined),-1,8,6%,-6%,5,5%,-6%,-0.2,-7%
NC(=O)c1ccsc1NC(=O)COC(=O)c1ccc(Cl)c(N)c1,u,1,-5%,-3%,13,-11%[11.6 µM],-29%,-0.3,-17%
CC(=O)c1ccc(Oc2cc(C)nc(-n3nc(C)cc3C)n2)cc1,-1,-5,u,u,-4,-22%,40%,-4.2,-4%

# Already shown: 5 of the compounds above.
SMILES,PI5P4K alpha inh,DRD3 agonist,GLP1R inv ag,HEK293 tox,DRD3 antagonist,WRN helicase inh,GLP1R ag,IL-2 act,PLK1 PBD inh
CCC(C(=O)N1CCOCC1)n1nc(C)n2c(cc3cc(C)ccc32)c1=O (centres undefined),2,1,1%,-1%,-2,4%,12%,-1.8,-8%
COC(=O)c1scc(C)c1NC(=O)CC1NCCNC1=O (centres undefined),-1,8,6%,-6%,5,5%,-6%,-0.2,-7%
CC(C)NC(=O)/C(C#N)=C\c1ccc(N(C)C)o1,4,8,19%,1%,-4,5%,5%,5.3,74%[activator]
CCOc1ccc(-n2nc3c(Cl)nnc(C)c3c2C)cc1,-3,-6,7%,2%,11,-3%,-2%,-3.4,-1%
CC(=O)c1ccc(Oc2cc(C)nc(-n3nc(C)cc3C)n2)cc1,-1,-5,u,u,-4,-22%,40%,-4.2,-4%

# The list continues:
SMILES,PI5P4K alpha inh,DRD3 agonist,GLP1R inv ag,HEK293 tox,DRD3 antagonist,WRN helicase inh,GLP1R ag,IL-2 act,PLK1 PBD inh
OCC1(Cc2ccc(F)cc2)CCCN(CCc2ccccc2)C1 (centres undefined),-3,-20,u,-9%,-18,13%,12%,-1.9,-13%
Cc1ccc(S(=O)(=O)Nc2ccc(Cl)cc2C(=O)c2ccccc2)cc1,1,-2,u,63%[activator],-14,-28%,-2%,-0.7,u
CCOC(=O)C1(CCOc2ccccc2)CCN(Cc2ccc3c(c2)OCCO3)CC1,4,0,u,-28%,-56*,2%,12%,-0.3,-6%
Cn1c(SCC(=O)Nc2ccccc2-c2ccccc2)nnc1-c1ccco1,-14,1,0%,-13%,3,-2%,0%,-0.2,0%
Cc1oc(-c2cc3c(cc2Cl)OCO3)nc1CN1CCCC(C(=O)N2CCOCC2)C1 (centres undefined),-2,-5,15%,0%,-8,3%,9%,-3.7,-11%
Cc1ccc(CN=C(N)Nc2nc(C)cc(C)n2)cc1,-7,-2,u,u,0,30%,3%,-0.2,-12%
COc1cccc(C(=O)Nc2c3c(nn2-c2cccc(C)c2C)CS(=O)(=O)C3)c1OC,x,-21,57%[activator],-6%,26,3%,15%,-0.7,-7%
CN1CCCN(CC(O)COCc2cccs2)CC1 (centres undefined),-5,10,-7%,3%,5,12%,-13%,0.0,-1%
Cc1ccc(CCNC(=O)C2CC(c3cccc(F)c3)=NO2)cc1 (centres undefined),2,23,-24%,9%,27,-5%,-1%,0.7,0%
COc1ccc(C(CCN2CCN(c3ccccc3)CC2)c2c(OC)cc(OC)c3c(-c4ccccc4)cc(=O)oc23)cc1 (centres undefined),-8,-1,-4%,-6%,-53*,5%,16%,-0.5,-3%
O=C1c2ccccc2N2C(=O)c3ccccc3[C@H]2N1c1ccccc1,2,2,28%,-18%,50,-31%,13%,-3.0,-5%
CCOC(=O)c1c(-c2cccs2)csc1NC(=O)C(C)(C)C,x,18,-17%,2%,33,-2%,9%,-2.9,2%
OCCC1CN(Cc2c(F)cccc2Cl)CCN1C1CCCC1 (centres undefined),-3,-21,-24%,-16%,-25,-7%,-2%,-2.2,-9%
Cc1ccc(-c2c[n+](Cc3cccc(Cl)c3)c3n2CCC3)cc1,4,-27,u,-18%,7,-7%,-1%,-6.2,1%
COC(=O)c1ccc(OC(=O)c2ccc(OC)cc2)c(OC)c1,1,4,3%,3%,6,3%,4%,-0.1,-6%
CN(CC(=O)Nc1c(Cl)cccc1Cl)C(=O)Cc1ccc2c(c1)CCC2,-20,0,u,-22%,-4,1%,17%,0.2,15µM*
COC(=O)Cc1ccc(OC2(C)CCN(Cc3ccc4c(c3)OCCO4)C2)cc1 (centres undefined),0,-9,9%,1%,u,-5%,-2%,0.0,-8%
CCOC(=O)C1=NN(c2ccc(F)cc2)C2=NC(C)=C(C(=O)OC)C(c3cccs3)N12 (centres undefined),0,-7,3%,5%,-6,-6%,1%,-0.8,-8%
CCCN1C(=O)CC(C(=O)OC)=C1C,-4,-4,16%,8%,-7,-1%,0%,2.1,-2%
Cc1cc(=O)[nH]c(SCC(=O)Nc2nnc(CC(C)C)s2)n1,-27,-5,4%,2%,-6,3%,-2%,0.2,-4%
O=C(O)Cn1c(O)c(C=Nc2ccccc2)sc1=S,-5&-1,0&-2,-16%&7%,u,-63*!,-16%&-9%,-4%&-6%,-0.1&-1.7,-3%&-16%
Cc1ccc(C)c(S(=O)(=O)N2CCN(C(=O)CCC(=O)NCc3ccc(Cl)cc3)CC2)c1,13,2,u,-10%,-4,-8%,2%,0.2,-16%
COCC(C)NC(=O)C1CCN(S(=O)(=O)c2ccc3ccccc3c2)CC1 (centres undefined),15,2,-16%,7%,-12,8%,0%,-2.8,-10%
COc1cccc(CSc2nnc(-c3ccc(F)cc3)o2)c1,x,1,0%,27%,-8,-13%,3%,-0.9,-7%
COCCN(CCOC)C(=O)C1CCN(c2ccc(S(=O)(=O)N3CCOCC3)cc2[N+](=O)[O-])CC1,0,3,7%,-19%,37,-9%,-4%,0.4,-3%

# Bioassay records (PubChem)
